hiPSC survival: enhancers of single-cell hiPSC survival, primary screen, ATPlite luminescence | 360,000 compounds, 0.044% hits | 100% = ROCK inhibitor wells, 0% = DMSO | survival enhancement, % at 20 µM; in the data active means survival enhancement above about 18%;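 further: cells exposed to compounds for 16 hours before the ATP read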
HIF-2a inh: HIF-2a reporter inhibitors, primary screen, luminescence, 786-0 RCC cells | AID 624352, 2012 | inhibition, % at 18.8 µM | 360,000 compounds, 0.72% hits | 786-0 RCC cells HIF-2a reporter, luciferase luminescence, overnight;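 active means inhibition of the luminescence signal of 40% or more relative to plate controls, in a single-dose primary screen at 18.75 µM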
Exocytosis inh: LAMP-1 surface exposure blockers, TALL-104 cells – cell-based, flow cytometry, MLPCN library, primary screen; TALL-104 LAMP-1 surface exposure; cells stimulated with thapsigargin and PMA; 360,000 compounds, 0.66% hits; inhibition, % at 10 µM;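 active means inhibition above about 55%, limit read from the data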
Vif inh: HIV Vif self-association inhibitors, primary screen, imaging, HEK293T, single point; HEK293T cells, Vif self-association by quenched fluorescence, 24 h; inhibition, % at 7.49 µM; 340,000 compounds, 0.35% hits; in the data active means inhibition above about 50%, passing the limit was not always enough; further: some results filed as inactive read as strong as hits
NR2E3 ag-1: inhibitors of NR2E3-RetCOR corepressor binding, primary screen, NR2E3 agonist project, biochemical, TR-FRET, GST-NR2E3, biotin-RetCOR; AID 2300, 2010; 320,000 compounds, 0.12% hits; Photoreceptor-specific nuclear receptor (Homo sapiens), Q9Y5X4; 1536-well; inhibition of corepressor binding, % at 4.78 µM;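 active means percent inhibition above the cutoff of mean plus 3 SD of all tested compounds, set per screening campaign, cut at about 20% in these data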;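 further: 0% = DMSO wells and 100% = biotin wells as full block of FRET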
Target sequence (Q9Y5X4 whole entry, looked up): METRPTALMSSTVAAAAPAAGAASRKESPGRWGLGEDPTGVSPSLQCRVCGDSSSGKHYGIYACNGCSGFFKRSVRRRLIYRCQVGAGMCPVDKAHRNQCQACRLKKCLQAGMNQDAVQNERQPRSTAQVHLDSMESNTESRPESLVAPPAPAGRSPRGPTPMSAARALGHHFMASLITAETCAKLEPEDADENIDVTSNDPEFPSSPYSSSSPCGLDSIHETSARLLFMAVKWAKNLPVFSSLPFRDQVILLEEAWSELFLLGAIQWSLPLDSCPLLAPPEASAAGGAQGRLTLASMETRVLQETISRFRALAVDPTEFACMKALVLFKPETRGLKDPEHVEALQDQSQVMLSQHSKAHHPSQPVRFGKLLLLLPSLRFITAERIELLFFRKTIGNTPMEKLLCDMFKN
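Format: 1536-well format; test system: GST-NR2E3 and biotin-RetCOR proteins; read-out basis: percent inhibition of TR-FRET ratio; timing: 5 h incubation at 4 °C; detection: time-resolved FRET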
aDG glyco up: activators of alpha-DG glycosylation, primary screen, uHTS, Pro5-aDG cells, AlphaScreen; alpha-DG glycosylation AlphaScreen (IIH6); 0% Pro5, 100% B10-LARGE cell signal; activation, % at 10 µM; 360,000 compounds, 0.22% hits; AID 624168, 2012;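 active means activation of at least 8% versus controls, or a plate z-score of at least 8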;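 further: Pro5 are CHO cells carrying HIG-tagged alpha-DG that lacks glycosylation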
PDI turbidity: inhibitors of human PDI, primary screen, biochemical, turbidity, single point, plate reader. AID 588391, 2011. 350,000 compounds, 0.052% hits. PDI insulin aggregation turbidity, A650, 90 min. Protein disulfide-isomerase (Homo sapiens), P07237. inhibition, % at 10 µM;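 active means mean inhibition across replicates of 30% or more, whatever share of single replicates reach that level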;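 further: absorbance from insulin aggregation driven by PDI reduction with DTT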
Target sequence (P07237 whole entry, looked up): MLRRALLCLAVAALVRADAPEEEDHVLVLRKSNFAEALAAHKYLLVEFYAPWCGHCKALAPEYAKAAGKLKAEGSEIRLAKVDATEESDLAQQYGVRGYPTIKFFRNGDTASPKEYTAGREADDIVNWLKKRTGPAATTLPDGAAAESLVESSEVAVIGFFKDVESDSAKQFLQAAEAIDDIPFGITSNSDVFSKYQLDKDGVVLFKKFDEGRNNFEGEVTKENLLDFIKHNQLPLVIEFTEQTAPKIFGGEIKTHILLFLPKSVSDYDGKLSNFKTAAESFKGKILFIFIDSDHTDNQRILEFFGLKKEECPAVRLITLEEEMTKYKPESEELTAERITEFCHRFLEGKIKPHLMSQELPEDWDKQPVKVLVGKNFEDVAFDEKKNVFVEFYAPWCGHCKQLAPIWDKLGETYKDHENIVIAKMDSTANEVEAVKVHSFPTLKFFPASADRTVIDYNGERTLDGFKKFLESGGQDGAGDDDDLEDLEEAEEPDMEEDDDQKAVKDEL
MITF TRPM1 inh: inhibitors of MITF-dependent TRPM1 promoter reporter, primary screen, cell-based, SK-MEL-5, single point, luciferase | 330,000 compounds, 0.83% hits | SK-MEL-5 TRPM1 promoter luciferase, 24 h | inhibition, % at 12.5 µM;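 active means mean inhibition across replicates of 60% or more, whatever share of single replicates reaches that level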; further: values of inactives mirror those of a sister screen read the other way
NR2E3 ag-2: NR2E3 agonists in two-hybrid cells, primary screen, cell-based, luminescence, CHO-S, Gal4-NCOR/VP16-NR2E3; 360,000 compounds, 0.35% hits; luciferase; inhibition of corepressor binding, % at 3.98 µM; AID 602229, 2012;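 active means inhibition above the mean of all tested compounds plus 3 SD, cut at about 70% in these data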;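 further: 0% = DMSO with NR2E3 transfected cells and 100% = cells lacking NR2E3 construct; higher means lower luciferase signal from less NR2E3 corepressor binding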
CaV13 FRET inh: Disruptors of the CACNA1D IQ motif to Ca2+-dependent inactivation inhibitor domain association, primary screening, Förster resonance energy transfer in intact living … | HEK cells, CFP/YFP FRET ICDI-IQ, plate reader, 10 min; percent FRET-ratio fall versus neutral wells | inhibition, % at 12.3 µM | 340,000 compounds, 0.098% hits | AID 743397;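 active means mean replicate inhibition of at least 30% and at least 1% of replicates passing that level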;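 further: 0% = median of the neutral control wells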
Peg3 prom inh: Peg3 promoter-driven luciferase inhibitors, primary screen, cell-based, HeLa, luciferase luminescence; 360,000 compounds, 1.7% hits; inhibition, % at 20 µM; HeLa PEG-Prom luciferase reporter, overnight;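 active means inhibition of at least 50% at 20 µM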
Active calls of the source: *; . = not tested or not shown.

#	SMILES	CaV13 FRET inh	Vif inh	Exocytosis inh	NR2E3 ag-2	Peg3 prom inh	hiPSC survival	MITF TRPM1 inh	aDG glyco up	NR2E3 ag-1	HIF-2a inh	PDI turbidity
1	CCOC(=O)Cn1nnnc1CN(Cc1cccs1)Cc1cc2cc(C)ccc2[nH]c1=O	-2.6	-0.4	0.4	-25.1	12.7	3.0	-0.7	0.0	2.7	-16.1	5.1
2	COc1ccc(/C=N/NC(=O)CN(C2=NS(=O)(=O)c3ccccc32)c2ccccc2)cc1OC	-4.7	1.1	-12.5	-23.1	20.8	-0.5	5.8	-0.1	3.4	20.8	-3.7
3	Cc1ccccc1NC(=O)Cc1nc(COC(=O)/C=C/c2ccccc2)cs1	-16.5	12.1	2.4	4.6	-1.8	-0.4	-18.4	-0.3	1.1	6.3	-0.8
4	CC(C)(C)c1ccc(NC(=O)COC(=O)C2(C)CC2(Cl)Cl)cc1 (configuration not stated)	-17.0	.	1.5	-14.6	-224.0	3.6	-74.2	1.5	-0.2	-226.0	-22.7
5	O=C(NCCCNc1ccc(C(F)(F)F)cc1[N+](=O)[O-])c1ccc(F)cc1	-14.7	1.6	2.0	-7.1	4.3	0.9	-4.8	0.0	-4.9	7.0	-4.6
6	CN(Cc1cnn(-c2ccc(F)cc2)c1)C(=O)[C@H]1O[C@@H](n2ccc(=O)[nH]c2=O)[C@H](O)[C@@H]1O	-3.3	-1.1	-1.1	-8.2	16.4	-3.2	.	0.8	.	11.7	.
7	Cn1ccnc1SCC(=O)Nc1cccc(O)c1	-6.9	0.3	-4.4	-10.9	-2.5	-0.6	-17.6	-0.3	-3.1	-24.1	3.3
8	Nc1nnc(SCC(=O)Nc2cccnc2Cl)s1	-5.8	-9.8	-2.6	-31.5	-6.3	-0.4	6.9	0.1	2.4	5.4	0.8
9	Cc1ccc(N2C(=O)C3CCC(c4ccccc4)CC3C2=O)cc1 (configuration not stated)	-3.1	-4.4	4.1	9.0	26.0	0.8	8.0	0.1	-3.7	4.2	-3.0
10	COc1ccc(NC(=O)CC2C(=O)N(c3ccc(OC)cc3)C(=O)N2CCN2CCN(C)CC2)cc1 (configuration not stated)	-4.0	6.6	1.5	-4.8	-18.2	-1.1	-6.3	0.0	2.5	-26.1	-4.9
11	NS(=O)(=O)c1ccc(NC(=O)COc2ccc(C(=O)c3ccc(F)cc3)cc2)cc1	-4.6	-12.6	5.2	0.5	2.8	0.0	14.1	0.3	1.7	8.1	-2.0
12	O=C(Cn1ncc2c3ccccc3n(Cc3ccccc3)c2c1=O)NCCN1CCOCC1	-3.1	6.0	-4.9	11.3	11.7	-0.5	-2.5	0.2	-1.9	11.3	2.3
13	COc1ccc(NC(=O)Cn2nnc(C(=O)NCc3ccccc3OC)c2N)cc1Cl	-3.4	-5.2	0.9	1.3	4.3	1.3	-6.5	0.0	1.9	14.3	6.3
14	Cc1cc2nc(SCCOC(=O)Nc3cccc(Cl)c3)nc(C)c2cc1C	-5.8	1.5	0.8	-36.2	-7.0	-2.1	-0.7	0.1	3.4	-1.7	1.3
15	COc1cccc(NC(=O)NCc2ccccn2)c1	-8.3	3.8	-0.8	-18.8	-36.0	-0.6	2.0	-0.2	0.6	-85.4	-3.0
16	COc1cccc(/C=N/Nc2ccc([N+](=O)[O-])cn2)c1O	-4.2	15.1	-3.6	103.2*	59.4*	-0.4	11.6	0.3	0.8	77.5*	3.4
17	CC(=O)Nc1ccc(-c2nc3ccccc3o2)cc1	-21.2	0.0	2.8	-131.2	-297.2	-0.3	-54.7	0.0	5.3	-277.9	-4.3
18	COCCNC(=O)CSc1cc(-c2ccccc2)c2ccc(OC)cc2n1	.	-5.6	4.6	8.1	24.4	-0.7	5.5	0.1	-1.1	37.4	-2.8
19	CCNc1nc(NCC)n2c(SC(C(=O)Nc3cc(C)ccc3C)c3ccccc3)nnc2n1 (configuration not stated)	-3.8	-4.7	0.3	16.4	39.8	-0.9	1.6	-0.1	0.7	17.8	9.7
20	CC1(C)c2ccccc2N2CCC(=O)NC21/C=C/c1ccco1 (configuration not stated)	-5.7	-14.8	-0.5	-8.3	9.8	-2.2	-13.8	-0.1	3.6	5.5	8.4
21	O=C(NCCc1ccc(Cl)cc1)c1cccc(N2CCCC2=O)c1	.	-1.8	5.1	-63.6	-177.2	-0.2	-53.0	0.1	-1.6	-160.7	-9.0
22	Cc1ccc(S(=O)(=O)N(Cc2ccccc2Cl)C(=O)N2CCN(C)CC2)cc1	-4.8	3.4	2.8	11.9	-14.5	1.1	0.9	-0.1	1.4	4.4	4.5
23	O=C(Nc1cccnc1)c1cccnc1	-2.5	13.7	-1.7	12.2	2.0	-2.7	-9.8	0.1	3.2	9.3	-7.9
24	COc1ccc(OC)c(N(CC(=O)NCc2ccncc2)S(C)(=O)=O)c1	-8.0	-1.2	1.8	-7.2	5.5	-2.4	3.9	0.1	0.0	12.8	5.2
25	O=C(NC1CCSC1=O)c1ccc(Oc2ccc(F)cc2)nc1 (configuration not stated)	-1.3	.	-0.8	2.7	7.1	2.8	-1.7	0.1	0.3	-19.6	-2.5
26	CC(C)(C)Cc1c(-c2ccc(Cl)cc2)nc2ccc(Cl)cn12	-9.4	-3.1	-0.3	-10.7	0.9	-3.8	.	0.9	.	-27.3	6.1
27	COc1ccc(Cl)cc1CC=NNC(=O)c1cccc(C)c1O	-6.3	2.7	-7.0	-71.7	2.0	0.5	14.3	-0.1	.	7.8	7.4
28	CC(C)(C)OC(=O)NC(Cc1ccccc1)C(=O)NCCCC(=O)O (configuration not stated)	-3.5	0.0	4.7	-14.1	-7.3	-0.9	-3.3	-0.2	3.6	3.6	-2.9
29	CC(=O)Nc1ccc(S(=O)(=O)Nc2nc3ccccc3nc2Nc2ccc3ccccc3c2)cc1	-9.0	-4.9	9.5	-18.1	-38.8	0.3	16.6	-0.3	3.6	-196.7	0.0
30	CC(CCc1ccc(O)cc1)N(C)CCc1ccccc1 (configuration not stated)	-3.9	.	1.0	-14.6	12.5	-1.0	-3.4	0.4	0.7	1.7	11.2
31	CC(C)CCNC(=O)c1cccc(Cl)c1	-4.7	5.7	-0.5	-27.1	-17.5	0.7	-11.9	0.5	-0.5	-47.2	-1.9
32	COc1cccc(C(=O)O/N=C(\N)c2ccccn2)c1OC	-18.7	-10.1	-4.5	-146.6	47.7	0.1	26.9	0.1	-3.0	-89.9	-3.8
33	Cc1ccc(CNC(=O)C(=O)NCCCn2ccnc2)cc1	-9.4	6.4	0.8	4.2	15.9	-0.7	16.4	-0.3	-1.9	23.7	-3.9
34	Cc1cc(-c2ccc(C)c(S(=O)(=O)NCCc3ccco3)c2)on1	-2.6	4.4	-1.1	18.2	17.8	0.1	9.1	-0.3	-4.9	5.7	-8.8
35	c1cc2c(cc1C1CCCCC1)c1c3n2CCN=C3CCC1	-5.3	2.9	7.2	-6.0	-22.0	4.3	-16.4	0.0	-0.4	-7.2	-2.6
36	COc1ccc(-c2csc(N(CCc3ccccc3)C(=O)COc3ccccc3)n2)cc1	-3.5	8.5	0.8	-29.4	3.9	-2.0	-0.9	0.3	1.6	27.5	-4.9
37	COc1ccccc1CN1CC(C(=O)NCCn2ccc(C)n2)CCC1=O (configuration not stated)	-7.4	-2.0	-2.6	-17.8	-24.9	-0.2	-0.6	-0.4	2.7	-40.1	3.8
38	CCN(CC)CCN(C)C1CCC(c2ccccc2)CC1 (configuration not stated)	-1.8	0.2	-0.4	-23.0	-2.5	-1.8	-0.2	0.4	-0.7	0.9	5.3
39	Cc1cccc(Cc2c(C)nc3nc(SCC(=O)O)nn3c2C)c1	-3.9	0.4	5.6	28.9	1.2	-0.6	-8.7	0.1	-0.8	14.5	-2.1
40	Cc1ccccc1CNC(=O)CC1C(=O)NCCN1Cc1c(F)cccc1Cl (configuration not stated)	-4.6	0.4	-3.5	7.7	12.5	2.8	12.7	-0.5	6.8	8.8	5.9
41	CCOC(=O)N1CCN(C(=O)CC(C(=O)N2CCc3ccccc32)n2ccnc2)CC1 (configuration not stated)	-5.2	-6.3	-4.7	10.1	8.8	5.5	13.5	-0.2	1.7	10.1	16.1
42	O=c1c2ccccc2nc(/C=C/c2ccc(O)cc2)n1CCc1ccccc1	-7.5	-2.3	3.4	-29.4	45.8	-1.2	-8.2	0.2	-0.5	-71.9	11.0
43	Cc1c(-c2ccc(F)cc2)[n+](=O)c(-c2ccc(F)cc2)c(C)n1[O-]	-3.5	1.6	6.8	-16.0	11.2	-2.0	5.1	-0.1	0.7	-3.7	2.7
44	Cc1ccc(-c2csc3ncnc(NCCN4CCOCC4)c23)cc1	-4.0	2.4	-2.5	0.0	27.2	-1.0	14.7	0.1	-1.8	31.1	-1.6

5 entries out of the list, arranged by molar mass, falling:
#	SMILES	CaV13 FRET inh	Vif inh	Exocytosis inh	NR2E3 ag-2	Peg3 prom inh	hiPSC survival	MITF TRPM1 inh	aDG glyco up	NR2E3 ag-1	HIF-2a inh	PDI turbidity
6	CN(Cc1cnn(-c2ccc(F)cc2)c1)C(=O)[C@H]1O[C@@H](n2ccc(=O)[nH]c2=O)[C@H](O)[C@@H]1O	-3.3	-1.1	-1.1	-8.2	16.4	-3.2	.	0.8	.	11.7	.
24	COc1ccc(OC)c(N(CC(=O)NCc2ccncc2)S(C)(=O)=O)c1	-8.0	-1.2	1.8	-7.2	5.5	-2.4	3.9	0.1	0.0	12.8	5.2
28	CC(C)(C)OC(=O)NC(Cc1ccccc1)C(=O)NCCCC(=O)O (configuration not stated)	-3.5	0.0	4.7	-14.1	-7.3	-0.9	-3.3	-0.2	3.6	3.6	-2.9
27	COc1ccc(Cl)cc1CC=NNC(=O)c1cccc(C)c1O	-6.3	2.7	-7.0	-71.7	2.0	0.5	14.3	-0.1	.	7.8	7.4
15	COc1cccc(NC(=O)NCc2ccccn2)c1	-8.3	3.8	-0.8	-18.8	-36.0	-0.6	2.0	-0.2	0.6	-85.4	-3.0

Assay outcomes (PubChem BioAssay)
